Screening results as filed in PubChem.
LDHA block: qHTS assay for inhibitors of human lactate dehydrogenase; 480,000 compounds, 0.15% hits; purified LDHA, NADH/diaphorase-resazurin fluorescence; stronger effect = lower value; activity change, % (values are at about 110 or 230 µM); L-lactate dehydrogenase A chain (Homo sapiens), P00338; AID 1347041, 2019; in the data active = activity change below about -30%; inconclusive = mostly about -25% to -30%;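 also: plate controls were DMSO wells for no effect and wells without enzyme for full effect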
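LDH5 2 nM; NADH 0.06 mM, pyruvate 0.2 mM; 200 mM Tris pH 7.4, EDTA, Tween-20; 5 min RT. Detection: diaphorase 0.133 mg/mL + resazurin 37 µM, fluorescence ex540/em590 at 0 and 20 min; normalized to enzyme-free and DMSO wells.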
Glioma ERSR ind: qHTS for Inducers of the Endoplasmic Reticulum Stress Response (ERSR) in Human Glioma: qHTS. 420,000 compounds, 0.02% hits. Potency, µM, for inactives: at the top dose activation, hits mostly activators. U87-MG GRP78 promoter luciferase reporter, 16 h. AID 602332, 2012; also: potency is read from the fitted curve at half-maximal effect; series mostly up to about 76 µM; % of control where 0% means no effect; nearly all actives have a fitted effect of over 35% in size
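ERSR induction read as luciferase luminescence (Bright-Glo, 10 min at room temperature) in stably transfected human U87-MG glioma cells exposed to compounds for 16 h, using GRP78 as sensor.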
Vif-A3G inh: qHTS for Inhibitors of Vif-A3G Interactions: qHTS | Potency, µM (doses to about 46.1 µM), for the others: top-dose activity, negative = active, usual class: inhibitors | HeLa A3G-eYFP + Vif (tagged APOBEC3G with the HIV-1 protein that degrades it), YFP fluorescence, overnight | AID 602310, 2012 | 410,000 compounds, 0.076% hits | DNA dC->dU-editing enzyme APOBEC-3G (Homo sapiens), Q9HC16;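 also: potency is read from the fitted curve at half-maximal effect; % is scaled to controls: 0 for no effect and ±100 for the full control effect; nearly all actives have a fitted effect of over 60% in size; hits raise eYFP signal because A3G escapes Vif-driven loss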
Target sequence (Q9HC16 whole entry, looked up): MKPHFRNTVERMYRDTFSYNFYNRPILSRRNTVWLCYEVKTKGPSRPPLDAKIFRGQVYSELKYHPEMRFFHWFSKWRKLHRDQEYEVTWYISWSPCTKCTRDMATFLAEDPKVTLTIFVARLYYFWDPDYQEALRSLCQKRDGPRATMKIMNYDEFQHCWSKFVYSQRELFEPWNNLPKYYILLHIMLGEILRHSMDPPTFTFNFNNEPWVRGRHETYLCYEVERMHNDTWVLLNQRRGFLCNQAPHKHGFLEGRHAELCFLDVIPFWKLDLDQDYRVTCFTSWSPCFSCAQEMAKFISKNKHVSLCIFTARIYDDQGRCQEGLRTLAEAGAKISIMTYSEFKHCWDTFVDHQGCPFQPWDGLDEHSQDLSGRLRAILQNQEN
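Read-out is eYFP fluorescence (Ex 488/Em 500-530) from Vif-expressing HeLa A3G-eYFP cells; more signal means A3G escaped Vif-mediated degradation. Cells plated overnight, compound pinned in, incubated overnight at 37 deg C.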
Active calls of the source: *; ? = inconclusive; . = no result given. Unless noted, calls follow the shape of the dose curve; as a rule, active = well fitted curve in the direction sought with a large enough effect; inconclusive = small, poorly fitted or top-dose-only effect, or another doubt; inactive = no such curve, though single readings can be large; an effect the other way counts as inactive or inconclusive. A portion of the library, so the mix of outcomes need not match the whole.

SMILES | LDHA block | Glioma ERSR ind | Vif-A3G inh
O=C(NCc1cccnc1)c1cc(C2CCCN(C(=O)c3ccc4c(c3)CCO4)C2)on1 (stereo not drawn) | -7 | -1% | -2%
COc1cc(C(O)c2nc(-c3ccc4ccccc4c3)cs2)ccc1F (stereo not drawn) | 0 | 2% | -14%
CCOC(=O)C1=CC[C@@H](c2ccccc2)N(S(=O)(=O)c2ccc(C)cc2)[C@H]1C | -3 | -2% | 0%
COCCNC(=O)C1CCCN(C(=O)Cc2ccc(F)cc2)CC1 (stereo not drawn) | -8 | -3% | -3%
CCNC(=O)C1CCCN(C(=O)c2cccs2)CC1 (stereo not drawn) | -9 | -1% | 1%
O=C(Cc1ccc(OCC2CCCCC2)cc1)NO | -2 | 1% | -8%
COc1cccc(CN2CCC2(C)C(=O)Nc2cccc(Oc3ccccc3)c2)c1F (stereo not drawn) | -7 | -4% | ?
CC(=O)NCCNC(=O)C1Cc2c(-c3ccccc3)ccnc2O1 (stereo not drawn) | -13 | -6% | -4%
O=C(Nc1c(-c2ccc(Cl)cc2)[nH][nH]c1=O)c1ccccn1 | 8 | 3% | -1%
CC1(C(=O)NS(=O)(=O)c2cccc(Cl)c2)CCN1C(=O)CCc1ccc(Cl)cc1Cl (stereo not drawn) | -9 | -3% | -7%
CCOCCC(=O)Nc1ccc2c(c1)c(=O)n(C)n2C/C=C/c1ccccc1 | -10 | -5% | ?
CNC(=O)C1Cc2c(-c3ccc(Cl)cc3)ccnc2O1 (stereo not drawn) | -5 | -1% | -1%
CCc1ccc2oc(-c3cc(NC(=O)COc4ccc(C)cc4)ccc3O)nc2c1 | -2 | . | 0%
CCCCN(CCCC)c1ccc(/C=C2\C=Cc3ccccc32)cc1 | 2 | -2% | -43%
Cc1ccc(S(=O)(=O)N2C[C@H]3C(=O)C[C@@H](c4cccc(C)c4)N(S(=O)(=O)c4ccc(C)cc4)[C@H]3C[C@H]2c2ccccc2)cc1 | -6 | -4% | -4%
CC1(C(=O)Nc2ccc3[nH]ncc3c2)CCN1C(=O)CCc1ccccc1 (stereo not drawn) | 0 | -4% | -1%
COc1cccc(C(C)(O)c2nc(-c3cc4ccccc4o3)cs2)c1 (stereo not drawn) | -6 | 3% | -4%
CC1(C(=O)Nc2cnc3ccccc3c2)CCN1C(=O)CC(c1ccccc1)c1ccccc1 (stereo not drawn) | -3 | 0% | -1%
O=S1(=O)CC(N2CCN(c3ccccn3)CC2)CN1Cc1ccccc1 (stereo not drawn) | -6 | -3% | 1%
CN1CCN(C(=O)C2Cc3c(-c4ccc5c(c4)OCO5)ccnc3O2)CC1 (stereo not drawn) | -9 | -5% | 3%
O=C(Cc1ccccc1)NS(=O)(=O)c1ccccc1 | -9 | -3% | 3%
O=C(Nc1ccccc1)c1cccc2c(-c3cccnc3)coc12 | -11 | 2% | -11%
COc1ccc(CC(N)c2csc(NC(=O)c3cccc(OC(F)(F)F)c3)n2)cc1 (stereo not drawn) | 0 | -10% | -4%
Cc1ccc(NC(=O)c2nc(S(=O)(=O)Cc3ccccc3F)ncc2Cl)cc1C | -3 | -1% | -3%
CN(Cc1ccccc1)C(=O)c1csc([C@H]2C[C@H](O)[C@@H](CO)O2)n1 | -10 | -3% | -2%
CC1(C(=O)NS(=O)(=O)c2cccc(F)c2)CCN1C(=O)CC1CCCCC1 (stereo not drawn) | -6 | -3% | -2%
CN1CCC(C)(C(=O)Nc2cccc3c2CCCC3)C1 (stereo not drawn) | -6 | -3% | 2%
C(=C\c1ccccc1)/CN1CCN(C(c2cccc3ccccc23)c2nnnn2Cc2ccccc2)CC1 (stereo not drawn) | -8 | -3% | -1%
CCc1ccc2[nH]c(=O)c(CN(Cc3ccccc3)Cc3nnnn3C(C)(C)C)cc2c1 | 7 | 1% | -6%
O=C(Nc1nccs1)c1csc([C@H]2C[C@H](O)[C@@H](CO)O2)n1 | -1 | -8% | -2%
COCc1cccc(-c2csc(C(N)c3ccc(F)c(F)c3)n2)c1 (stereo not drawn) | -5 | 1% | -1%
COc1ccc(C(C)(NC(C)=O)c2nc(-c3cccc(C(=O)O)c3)cs2)cc1 (stereo not drawn) | -6 | -1% | -1%
CC1(C(=O)NS(=O)(=O)c2cccc(OC(F)F)c2)CCN1C(=O)c1ccccc1 (stereo not drawn) | -10 | -4% | -2%
O=C(OCc1ccccc1)N1C[C@H](O)[C@H](O)C[C@@H]1c1c(Cl)cccc1Br | -1 | -4% | 0%
CCCCN(C=O)c1c(CC)nc2c(OCc3ccc(S(C)(=O)=O)cc3)cccn12 | 6 | -3% | -2%
CC(C)C1CC2=C(C(=O)OC(C)(C)O2)C(c2ccc(F)cc2)O1 (stereo not drawn) | -2 | -6% | 1%
Cn1c(N)c(C#N)c(-c2ccccc2)c(C#N)c1=O | -9 | -4% | -1%
CC(C)NC(=O)C1(C)CCCN1Cc1ccccc1C#N (stereo not drawn) | -2 | -4% | -4%
CCN(CC)C(=O)c1ccc2sc([C@H]3C[C@H](O)[C@@H](CO)O3)nc2c1 | -12 | -1% | -2%
CCOC(=O)C1=CC[C@@H](c2ccccc2C(F)(F)F)N(S(=O)(=O)c2ccc(C)cc2)[C@H]1c1ccc(C#N)cc1 | -15 | -6% | 1%
CC1(C(=O)NS(=O)(=O)c2cccc(Cl)c2)CCN1C(=O)C1(c2ccc(Cl)cc2)CCC1 (stereo not drawn) | -6 | 0% | -2%
CCCOc1ccc(F)cc1-c1cc(C(=O)Nc2ccc(F)c(Cl)c2)[nH]n1 | -2 | -4% | -2%
Cc1c(C(=O)NCc2ccccc2C(F)(F)F)sc(=O)n1Cc1ccc(S(=O)(=O)N(C)C)cc1 | -8 | 2% | -4%
COc1cc(-c2cnc3c(NC(C)=O)cc(-c4ccccc4CN(C)C)cn23)cc(OC)c1OC | -4 | 0% | ?
CC(=O)c1ccc([N+](C)(C)C)cc1 | -24 | -1% | 5%
CCCCNC(=O)C1(C)CCCCN1CC(=O)c1ccc(OC)cc1 (stereo not drawn) | 0 | 2% | -1%
CCOC(=O)C1(C)CCN1C(=O)c1ccc(OC)cc1 (stereo not drawn) | -1 | -1% | 1%
CC(=O)Nc1ccc(C(=O)N2CCCC(c3cc(C(=O)NCc4ccc(F)cc4)no3)C2)cc1 (stereo not drawn) | -4 | -1% | 2%
COc1ccc(CC(=O)Nc2nc(OCCN3CCCC3=O)cnc2-c2cccc(C(F)(F)F)c2)cc1 | -2 | -4% | -3%
COc1ccc(Cl)cc1-c1cc(C(=O)NCc2cccc(Cl)c2)[nH]n1 | -4 | -3% | 0%
CN1CCN(c2ccc(-c3cc(NC=O)c4ncc(-c5ccc(F)c(Cl)c5)n4c3)cc2)CC1 | 9 | -10% | -25%
CC1=C(C(=O)N(C(C)C)C(C)C)CC(CC(=O)NCc2ccco2)C(=O)N1Cc1ccc(F)cc1 (stereo not drawn) | -7 | -3% | -2%
Nc1ccc(/C=C/c2nccc3ccccc23)cc1 | -1 | -6% | ?
CCc1nc2c(OCCOc3ccc(F)cc3)cccn2c1N(C)C(=O)c1ccc(OC)cc1 | -17 | -8% | -10%
CCc1nc2ccc(C(=O)NCCOc3ccc(OC)cc3)cn2c1N(CC)CCN(C)C | -2 | -2% | 4%
O=C(NCc1ccncc1)c1csc([C@@H]2O[C@H](CO)[C@@H](O)[C@H]2O)n1 | -3 | 1% | -1%
Nc1ncnc2c1ncn2[C@@H]1O[C@H](C(=O)N2CCCN(Cc3ccccc3F)CC2)[C@@H](O)[C@H]1O | -3 | 0% | -3%
Cc1sc2ccccc2[n+]1CCCCI | ? | -3% | 6%
CCCNC(=O)C1(C)CCCN(Cc2cccc(C(F)(F)F)c2)C1 (stereo not drawn) | -4 | -2% | 0%
Cc1cccc(C)c1NC(=O)C1(C)CCC(=O)N1CCCn1ccnc1 (stereo not drawn) | -2 | -1% | -4%

(more compounds)
SMILES | LDHA block | Glioma ERSR ind | Vif-A3G inh
CNc1cncc(-c2cccc(C(=O)N3CCOCC3)c2)n1 | -10 | -3% | 0%
Cc1ccc(NC(=O)Nc2nnc([C@@H]3C[C@H](O)[C@@H](CO)O3)s2)cc1 | -13 | -2% | 1%
CCOC(=O)C1CCCN(C(=O)c2cc(F)cc(F)c2)CC1 (stereo not drawn) | -7 | 2% | -3%
Cc1cn([C@H]2C[C@H](O)[C@@H](/C=C/C(=O)NCCc3ccc4ccccc4c3)O2)c(=O)[nH]c1=O | -1 | -5% | 0%
CCc1nc2c(OCCOc3ccccc3)cccn2c1N(C)C(=O)C1CC1 | -6 | -1% | 3%
CC1(C(=O)NCc2cccc(C(F)(F)F)c2)CCN1CCc1ccccc1 (stereo not drawn) | 7 | 0% | -3%
CCN(CC)C(=O)c1ncn2c1C(=O)N(C)CC2 | -3 | -6% | 0%
c1ccc(Cn2nnnc2C(c2ccccc2)N2CCN(Cc3ccncc3)CC2)cc1 (stereo not drawn) | 2 | -4% | 2%
Clc1ccc(/C=C/c2ccnc3ccccc23)cc1 | 0 | 11% | -7%
CC(=O)Nc1cccc(-c2ccnc3c2CC(C(=O)Nc2ccc(C(C)C)cc2)O3)c1 (stereo not drawn) | 0 | -5% | -12%
Cc1cnc(CNC(=O)c2ccc3nc([C@@H]4O[C@H](CO)[C@H](O)[C@H](O)[C@H]4O)[nH]c3c2)cn1 | -1 | -3% | 4%
CC1(C(=O)NS(=O)(=O)c2cccc(C#N)c2)CCN1C(=O)Cc1ccccc1 (stereo not drawn) | -12 | -3% | 0%
COc1ccccc1CCC(=O)Nc1ccc2c(c1)c(=O)n(C)n2C | -2 | 1% | -2%
CS(=O)(=O)Nc1cccc(NC(=O)C2Cc3c(-c4cccc(C(N)=O)c4)ccnc3O2)c1 (stereo not drawn) | -5 | -1% | 0%
CC1(C(=O)NCc2ccc3c(c2)OCO3)CCN1C(=O)Cc1cccs1 (stereo not drawn) | -1 | -1% | -1%
CC1=C(C(=O)N(C(C)C)C(C)C)CC(CC(=O)NCCCN(C)C)C(=O)N1CCC1=CCCCC1 (stereo not drawn) | -8 | -2% | -2%
CCc1nc2ccc(C(=O)NCc3ccccc3OC)cn2c1N(C)Cc1ccc(OC)cc1 | -4 | -4% | 0%
Cc1ccc2c(c1)CCC2=O | 1 | -3% | 5%
CC(C)=CCn1c2ccc(NC(=O)NCc3ccc(F)cc3)cc2c(=O)n1C | -1 | -5% | ?
COc1cc(N(C)C)ccc1/C=C/c1ccnc2ccccc12 | -3 | -2% | ?
CSc1c2c([nH]c(=O)c1C#N)-c1ccccc1CC2 | 2 | -4% | 0%
CC(CC(=O)Nc1ccc2c(c1)c(=O)n(C)n2-c1cccs1)c1ccccc1 (stereo not drawn) | -6 | -2% | ?
OC(c1ccc(F)c(F)c1)c1nc(-c2ccncc2)cs1 (stereo not drawn) | 0 | -2% | 0%
CCc1nc2ccc(C(=O)Nc3cccc(OC)c3)cn2c1N(C)Cc1ccc(OC)cc1 | -1 | -1% | -11%

4 records drawn at random from the list so far, as already listed:
SMILES | LDHA block | Glioma ERSR ind | Vif-A3G inh
COc1cc(N(C)C)ccc1/C=C/c1ccnc2ccccc12 | -3 | -2% | ?
COc1ccc(CC(N)c2csc(NC(=O)c3cccc(OC(F)(F)F)c3)n2)cc1 (stereo not drawn) | 0 | -10% | -4%
O=C(OCc1ccccc1)N1C[C@H](O)[C@H](O)C[C@@H]1c1c(Cl)cccc1Br | -1 | -4% | 0%
CCc1nc2c(OCCOc3ccccc3)cccn2c1N(C)C(=O)C1CC1 | -6 | -1% | 3%

Later entries
SMILES | LDHA block | Glioma ERSR ind | Vif-A3G inh
c1ccc(-c2nc(NCC3CC3)nc3ccsc23)cc1 | -9 | 2% | -6%
O=C(NCc1cc(Cl)cc(Cl)c1)c1csc([C@@H]2C[C@H](O)[C@@H](CO)O2)n1 | -9 | 5% | -4%
COc1ccc(C(=O)N2CCOCC2c2cc(C(=O)NCc3ccccc3)no2)cc1 (stereo not drawn) | -4 | -1% | 2%
CC(C)c1ccc(CC(=O)N2CCC2(C)C(=O)NCC(C)(C)C)cc1 (stereo not drawn) | -4 | -3% | -6%
CCOC(=O)C1(C)CCCCN1C(=O)c1ccnc(Cl)c1 (stereo not drawn) | -1 | -1% | 2%
CCCNC(=O)C1(C)CCCN(C(=O)c2ccccc2OC(F)(F)F)C1 (stereo not drawn) | -4 | 1% | -2%
CC(C)N1CCC(C)(C(=O)Nc2ccc(Cl)c(Cl)c2)C1 (stereo not drawn) | -2 | -3% | -2%
CN(Cc1ccccc1F)c1cc2c(c3c1ccn3C)C1CCC2C1 (stereo not drawn) | 11 | -3% | 2%
